# miR-122 sensor = miR-122 Renilla sensor signal increase in Huh7, primary screen, miR-122 inhibitor project, cell-based, single point, plate reader; Huh7 miR-122 Renilla luciferase sensor, 48 h; neutral wells = 0, positive control = 100; hit rate 0.3% among 340,000; activation (reporter increase), % at 12.5 µM;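 active = mean replicate activation score at least 90 and every replicate individually at or above 90; inconclusive = only one of the two criteria met; inactive = neither criterion met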;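 also: higher luciferase means less miR-122 activity so hits act as miR-122 inhibitors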
# PglD DTNB = C. jejuni PglD acetyltransferase inhibitors, primary screen, biochemical, DTNB colorimetric, single point. inhibition, % at 12.5 µM. UDP-N-acetylbacillosamine N-acetyltransferase PglD (Campylobacter jejuni). purified PglD enzyme, DTNB colorimetric CoA detection. AID 602405, 2012. hit rate 0.098% among 360,000; in the data active = inhibition above about 16%, passing the limit was not always enough; inconclusive = no clear call, values can overlap the other calls; also: strong numbers were not always called active
# PGC1a acetyl inh = inhibitors of PGC1a acetylation signal, primary screen, cell-based, U2OS, AlphaScreen, inhibitor mode. AlphaScreen anti-acetyl-lysine; with virally co-expressed GCN5 acetyltransferase. inhibition, % at 15.6 µM. hit rate 0.17% among 350,000;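 active = every replicate shows inhibition of at least 40%; inconclusive = mean inhibition at least 40% but some replicate below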;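 also: 0% = neutral control wells and 100% = positive control wells; some results beyond the cut were filed as inactive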
# E-sel inducer = E-selectin induction in HUVECs, primary screen, imaging, HUVEC, immunofluorescence imaging, single point; P16581; normalized: neutral wells 0, TNF-alpha wells 100; activation, % at 7.58 µM; hit rate 0.37% among 260,000;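 active = mean E-selectin-positive cell signal at least 10% of the positive control, reached in at least 60% of replicates, without over 20% cell loss; inconclusive = no rule given, readout overlaps actives, possibly toxicity-flagged; inactive = the rest, including those meeting only one limit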;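 also: in these data hits start at about 27%; measured in HUVEC primary endothelial cells; signal is the percent of cells scored E-selectin positive by PE staining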
# Target sequence (P16581 whole entry, looked up): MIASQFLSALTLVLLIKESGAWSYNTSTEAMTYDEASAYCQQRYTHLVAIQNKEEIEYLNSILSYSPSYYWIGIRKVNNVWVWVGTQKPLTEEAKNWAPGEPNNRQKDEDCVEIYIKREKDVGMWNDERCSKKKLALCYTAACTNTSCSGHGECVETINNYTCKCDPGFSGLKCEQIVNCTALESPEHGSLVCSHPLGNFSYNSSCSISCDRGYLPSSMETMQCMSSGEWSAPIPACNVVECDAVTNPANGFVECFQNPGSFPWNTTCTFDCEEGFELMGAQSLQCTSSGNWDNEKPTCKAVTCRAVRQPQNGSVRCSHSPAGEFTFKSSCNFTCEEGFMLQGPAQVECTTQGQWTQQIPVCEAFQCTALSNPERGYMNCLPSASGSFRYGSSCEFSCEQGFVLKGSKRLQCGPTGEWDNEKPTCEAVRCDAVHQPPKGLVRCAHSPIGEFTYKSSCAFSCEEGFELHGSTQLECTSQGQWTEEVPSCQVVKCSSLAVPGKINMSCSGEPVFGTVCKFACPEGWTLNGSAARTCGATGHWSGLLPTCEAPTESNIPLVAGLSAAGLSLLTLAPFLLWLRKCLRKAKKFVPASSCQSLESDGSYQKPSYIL
#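 System: HUVEC / Compound: single concentration / Signal: immunofluorescence imaging / Read-out: percent E-selectin-positive cells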
# RAD54 inh = inhibitors of human RAD54 branch migration, primary screen, biochemical, fluorescence, single point. inhibition, % at 10.4 µM. RAD54 Holliday junction branch migration, FAM/BHQ fluorescence. hit rate 0.14% among 360,000. DNA repair and recombination protein RAD54-like (Homo sapiens), Q92698;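 active = mean normalized replicate activity at least 40 and at least half of replicates scoring 40 or more; inconclusive = only one of the two criteria met; inactive = mean below 40 and under half of replicates reaching 40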;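 also: 0% = median of neutral control wells and 100% = median of positive control wells; inhibitors cause a drop in the FAM fluorescence signal; in these data hits start at about 50%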
# RAD52 anneal inh = RAD52 DNA annealing inhibitors, primary screen, biochemical, FRET, single point, set 2; inhibition, % at 18.7 µM; recombinant RAD52 DNA annealing, FRET fluorescence; hit rate 0.46% among 360,000; AID 651710, 2012; DNA repair protein RAD52 homolog (Homo sapiens), P43351;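 active = every replicate showing at least 50% inhibition; inconclusive = mean inhibition at least 50% but not in every replicate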
# Target sequence (P43351 whole entry, looked up): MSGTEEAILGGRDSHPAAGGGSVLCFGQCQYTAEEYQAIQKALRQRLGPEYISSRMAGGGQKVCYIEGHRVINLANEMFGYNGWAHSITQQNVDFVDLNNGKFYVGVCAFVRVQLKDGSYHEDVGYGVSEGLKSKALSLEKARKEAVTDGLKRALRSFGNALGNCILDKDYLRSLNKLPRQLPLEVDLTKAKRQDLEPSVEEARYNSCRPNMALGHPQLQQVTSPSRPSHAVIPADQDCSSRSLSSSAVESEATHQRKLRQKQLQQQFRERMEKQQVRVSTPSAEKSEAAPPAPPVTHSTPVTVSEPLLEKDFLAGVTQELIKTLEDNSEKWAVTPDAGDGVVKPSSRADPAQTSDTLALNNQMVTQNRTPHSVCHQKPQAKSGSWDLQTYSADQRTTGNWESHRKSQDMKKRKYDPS
# Cneo AK release = Cryptococcus neoformans cell lysis inducers, primary screen, AK release luminescence, single concentration. C. neoformans lysis, adenylate kinase release luminescence, 4 h; normalised: neutral wells 0, clomiphene wells 100. lysis activity, % at 15 µM. hit rate 0.2% among 360,000. AID 651654, 2012;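 active = mean lysis activity across replicates of at least 80%, whatever share of replicates individually reach that level; inactive = mean lysis activity below 80%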
#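 read-out = cell lysis signal | test system = log-phase Cryptococcus neoformans yeast cells | input = cells at 5 × 10^6 per mL | medium = fresh YPD growth medium | signal = luminescent adenylate kinase detection reagent | timing = 4 h at 37 °C static, read 1 h later | dosing = single dose | controls = Clomiphene as positive lysis control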
# ERAP1 HTS inh = human ERAP1 aminopeptidase inhibitors, primary screen, biochemical, single point, plate reader; inhibition, % at 10.7 µM; Endoplasmic reticulum aminopeptidase 1 (Homo sapiens), Q9NZ08; recombinant ERAP1, Leu-AMC fluorescence, 60 min; hit rate 0.15% among 340,000;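 active = mean replicate inhibition of at least 30%, or all replicates individually reaching that 30% level; inactive = mean below 30% and not every replicate reaching it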;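 also: 0% = neutral control wells and 100% = L-leucinethiol positive control wells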
# Starred values were filed as active, the others as inactive; ? = inconclusive; · = not tested or not shown; [ ] = another dose, or the depositor's remark.
SMILES,ERAP1 HTS inh,Cneo AK release,PGC1a acetyl inh,RAD52 anneal inh,miR-122 sensor,RAD54 inh,PglD DTNB,E-sel inducer
Cc1noc(C)c1S(=O)(=O)Nc1ccc2c(c1)C(=O)N([C@H](C)CO)C[C@H](C)[C@@H](CN(C)Cc1ccccc1)O2,3,1,·,5,7[16.7 µM],-2,-2,0.0
CC1=C(C(=O)Nc2ccccc2)C(c2ccc(N(C)C)cc2)NC(=O)N1 (configuration not stated),·,-1,8,·,-6,-19,3,·
CCNC(=O)C[C@H]1CC[C@@H]2[C@@H](COc3ccc(NC(=O)Nc4cccc(C)c4)cc3C(=O)N2C)O1,1,-19,-9,17,-7[16.7 µM],-4,4,0.3
CCOC(=O)c1sc(NC(=O)Cc2ccccc2OC)nc1C,1,-2,·,-11,-2,2,-4,0.1
CCOC(=O)C(C)(C)C(=O)C(C)(C)C(O)c1ccccn1 (configuration not stated),·,-3,-5,·,-2,-8,-1,·
Cc1cnc(C(=O)OCC(=O)N(Cc2ccccc2)C(C)(C)C)cn1,1,-2,-4,-9,-9,-2,-4,·
Cc1ccccc1NC(=O)CSc1nnc(C)c2ccccc12,-3,10,-2,-6,-6,-6,5,-0.2
CC1=Nc2ccccc2N=C(NC(=O)CSC(=S)N2CCN(C)CC2)C1c1ccccc1 (configuration not stated),·,0,-5,-8,·,-2,1,0.4
CC(=O)N(c1ccccc1)c1ccc([N+](=O)[O-])cc1[N+](=O)[O-],·,-1,4,·,-4,0,-2,1.3
COc1ccc(C(=O)N/N=C\c2ccc(OC)c(COc3ccccc3Br)c2)c(OC)c1,2,-1,·,-14,0,-4,3,-0.2
Cc1ccccc1C(=O)N1CCC(n2nccc2NC(=O)CCOc2ccccc2)CC1,-1,4,6,-6,·,3,-5,-0.3
COc1cc(CNCc2ccco2)ccc1OCc1ccccc1,·,0,7,·,5,4,2,·
COc1cc(C2C3=C(CC(C)(C)CC3=O)N(C)C3=C2C(=O)CC(C)(C)C3)ccc1O,2,-2,·,-1,1,5,0,2.7
O=C(O)c1ccc(-n2cc(C(=O)c3ccccc3O)cn2)cc1,0,-1,8,-8,-2,-1,-9,·
O=C(O)/C(=C/c1ccc(Cl)c([N+](=O)[O-])c1)c1ccc(S(=O)(=O)N2CCCCC2)s1,8,0,48,-5,-2,-7,3,0.4
C=CCC[C@H](Cc1ccc(F)cc1)C(=O)OC[C@@H](Cc1c[nH]c2ccccc12)NC(=O)[C@H](CC=C)CC(=O)N(CCO)Cc1ccccc1,1,0,-6,0,-13,10,-1,0.1
COc1cccc(N2CCN(CC(=O)C34CC5CC(CC(C5)C3)C4)CC2)c1,·,1,13,·,-7,-3,-4,·
CCN(C[C@H]1N[C@@](C)(C(=O)OC)[C@H]2C(=O)N(Cc3ccccc3)C(=O)[C@@H]12)C(=O)Nc1ccc(OC)cc1,·,1,9,-11,1,-6,8,0.0
CC(OC(=O)c1nsc(Cl)c1Cl)C(=O)NCc1ccc2c(c1)OCO2 (configuration not stated),-2,1,7,0,7,-22,-3,·
Cc1c(NC(=O)C(C)C)cccc1-c1nc2ncccc2o1,0,-1,·,-12,1,-6,-4,·
O=C(NCC1CCCO1)c1ccc(S(=O)(=O)Nc2ccc(F)cc2)cc1 (configuration not stated),-2,1,5,-3,5,-1,10,0.6
O=C(CS(=O)(=O)c1ccccc1)Nc1ccc(Br)cn1,·,13,11,·,8,?,-4,·
CNC[C@@H]1Oc2ccc(NC(=O)Cn3cnnn3)cc2C(=O)N([C@@H](C)CO)C[C@H]1C,0,-1,-1,-20,-1[16.7 µM],-2,3,-0.1
O=C(CSc1nnnn1-c1cccnc1)Nc1ccccc1F,1,2,·,-1,-12,5,0,·
O=C(COc1ccc(Br)cc1CNCCc1ccccc1)NCc1ccccc1,-2,5,-16,7,-3,-3,10,·
CC(C)NC(=O)N(C)C[C@@H]1OCCCC[C@@H](C)Oc2ccc(NS(=O)(=O)c3ccc(F)cc3)cc2C(=O)N([C@H](C)CO)C[C@H]1C,1,-1,0,-19,-7[16.7 µM],-2,2,0.0
CCS(=O)(=O)NCC[C@@H]1CC[C@@H](NC(=O)Nc2cc(Cl)cc(Cl)c2)[C@@H](CO)O1,1,-7,3,-12,-10[16.7 µM],8,-2,-0.3
COc1ccc2c(c1)[nH]c1c(=O)n(/N=C/c3ccc(OC)c(COc4ccccn4)c3)cnc12,-6,0,·,-20,-17,-3,-6,1.3
CCOc1ccc(S(=O)(=O)NCc2ccc3c(c2)OCO3)cc1C,2,2,21,-11,-1,-5,6,0.8
CC(=O)N1CCC(C(=O)NCCOc2ccc(C)cc2)CC1,-5,·,·,-5,7,·,·,0.0

# Full records, quoted from the list.
# COc1ccc2c(c1)[nH]c1c(=O)n(/N=C/c3ccc(OC)c(COc4ccccn4)c3)cnc12 as listed: ERAP1 HTS inh = -6; Cneo AK release = 0; PGC1a acetyl inh = ·; RAD52 anneal inh = -20; miR-122 sensor = -17; RAD54 inh = -3; PglD DTNB = -6; E-sel inducer = 1.3
# CC(OC(=O)c1nsc(Cl)c1Cl)C(=O)NCc1ccc2c(c1)OCO2 (configuration not stated) as listed: ERAP1 HTS inh = -2; Cneo AK release = 1; PGC1a acetyl inh = 7; RAD52 anneal inh = 0; miR-122 sensor = 7; RAD54 inh = -22; PglD DTNB = -3; E-sel inducer = ·

# New compounds follow.
SMILES,ERAP1 HTS inh,Cneo AK release,PGC1a acetyl inh,RAD52 anneal inh,miR-122 sensor,RAD54 inh,PglD DTNB,E-sel inducer
Cc1cccc(NC(=O)NC(C)CCc2ccccc2)c1 (configuration not stated),3,0,-11,-3,10,-10,2,-0.1
Cc1cc(=O)c2c(N(C)C)cccc2[nH]1,-49,2,5,19,8,34,-2,0.5
Cc1ccc(C(=O)N2CCc3ccccc32)cc1,·,-4,4,·,5,0,-1,·
Cc1c(C=O)c2ccccc2n1CC(=O)NC(C)c1ccccc1 (configuration not stated),-4,4,2,-24,-1,4,1,-0.7
CC(Oc1ccc(Br)cc1)C(=O)NCc1ccccn1 (configuration not stated),2,·,-2,-1,-3,·,·,·
C[C@H](CO)N1C[C@H](C)[C@H](CN(C)Cc2ccc3c(c2)OCO3)OCc2cnnn2CCCC1=O,0,4,3,2,0[16.7 µM],5,4,0.4
COc1ccc2c3c([nH]c2c1)[C@@H](CO)N(C(C)=O)CC31CCN(S(=O)(=O)c2ccccc2)CC1,-1,·,2,4,·,·,·,-0.2
Cc1ccc(NC(=O)C(=O)NCC2CCCN2S(=O)(=O)c2cccs2)c(C)c1 (configuration not stated),0,-4,0,-23,29,-5,-6,0.1
C/C(=N\NC(=O)c1c(C)nc2ccccn12)c1ccc(O)cc1O,-4,-1,8,-27,-1,4,1,0.1
COc1ccc(-c2n[nH]c3c2CN(C(=O)c2ccc(OC)c(OC)c2)CC3)cc1,1,0,·,0,20,-4,-6,0.1
COc1ccccc1NC(=O)c1ccc2nc(-c3ccccc3)c(-c3ccccc3)nc2c1,·,0,-8,·,-9,0,0,·
CNC(=O)[C@H]1O[C@@H](n2cnc3c(NCc4cccc(I)c4)ncnc32)[C@H](O)[C@@H]1O,-1,-1,-20,7,-4,10,10,1.7
CN(C)c1ccc(C(CNS(=O)(=O)c2ccc([N+](=O)[O-])cc2)N2CCOCC2)cc1 (configuration not stated),-2,0,-12,-3,-1,-1,-8,-0.1
C[C@H]1CN([C@@H](C)CO)S(=O)(=O)c2ccc(C#Cc3ccccc3)cc2O[C@@H]1CN(C)C(=O)c1ccccn1,1,·,9,13,·,·,·,0.0
COc1ccc(CNc2nc(-c3ccccc3)nn2C(=O)c2ccc([N+](=O)[O-])cc2)cc1,·,-3,-4,·,0,1,-4,-0.4
CC(C)NC(=O)N(C)C[C@H]1Oc2cc(-c3cccnc3)ccc2S(=O)(=O)N([C@H](C)CO)C[C@H]1C,1,3,7,-2,-1[16.7 µM],4,-1,-0.3
O=S(=O)(NC(=S)NC1CCCCC1)c1ccccc1,-2,·,6,-15,-5,·,·,-0.1
O=C(c1ccccn1)c1conc1C(=O)c1ccc(Br)cc1,·,-4,-1,·,-5,-6,-3,·
CCC(=O)c1ccccc1OCCCCn1cncn1,-3,1,·,-9,-1,-6,0,·
O=C(COc1ccc(S(=O)(=O)NC2CCCC2)cc1)N1CCCCCC1,·,2,-9,·,4,-9,3,·
CC(=O)c1cnc(-c2cccc(Cl)c2)s1,-4,4,-3,-4,-11,0,-4,·
O=C(NCc1ccccc1F)C1CCCN1C(=O)Nc1cccc(F)c1 (configuration not stated),0,3,7,-1,-2,-4,-4,·
OC(c1ccccc1)c1nc(-c2csc3ccccc23)cs1 (configuration not stated),-3,-1,-21,3,2,-20,-1,0.2
CC(C)CCn1c(=O)c2ccccc2n2c(CN(C)Cc3ccccc3)nnc12,·,-3,7,·,-19,-3,2,-0.6
Nc1ncnc2c1ncn2[C@@H]1O[C@H](C(=O)N2CCC[C@@H]2C(=O)OCc2ccccc2)[C@@H](O)[C@H]1O,2,0,15,-4,-2,-9,-5,1.3
Cc1ccccc1C#CC1=CC(=O)CC(C)(C)C1,-2,·,12,3,-1,·,·,-0.2
CCN(CC)C(=O)C1=C(C)N(CCC2=CCCCC2)C(=O)C(CC(=O)NCCc2ccccn2)C1 (configuration not stated),8,2,·,5,-1,-1,13,0.0
O=C(CSc1n[nH]c(=O)[nH]c1=O)Nc1ccc2c(c1)C(=O)c1ccccc1C2=O,1,2,15,-10,-12,9,2,·
CC1=N/C(=C\c2ccc([N+](=O)[O-])cc2)C(=O)N1c1cc(Cl)ccc1C,·,1,-26,·,1,0,-6,·
N#C[C@@H]1[C@H](c2ccc(C#CC3CCCCC3)cc2)[C@@H](CO)N1C(=O)Cc1ccccn1,-2,-6,10,-6,·,-12,-3,0.4

SMILES,ERAP1 HTS inh,Cneo AK release,PGC1a acetyl inh,RAD52 anneal inh,miR-122 sensor,RAD54 inh,PglD DTNB,E-sel inducer
C[C@@H](NC(=O)C[C@H]1CC[C@H]2[C@@H](COC[C@H](O)CN2C)O1)c1ccccc1,0,-4,-5,13,0[16.7 µM],8,-1,0.0
C[C@H]1CN([C@@H](C)CO)C(=O)c2cc(NC(=O)CCCN(C)C)ccc2O[C@@H]1CN(C)S(=O)(=O)c1ccccc1,1,-3,3,-10,-5[16.7 µM],15,-2,0.1
C[C@H]1CN([C@@H](C)CO)S(=O)(=O)c2ccc(-c3cccc(C#N)c3)cc2O[C@@H]1CN(C)C(=O)c1cccnc1,-1,-6,16,-11,3[16.7 µM],-2,0,0.3
CO[C@H]1CN(C)C(=O)c2cc(NC(=O)C3CC3)ccc2OC[C@@H](C)N(CCc2ccccc2)C[C@@H]1C,·,-1,-5,·,-20[16.7 µM],5,1,-0.4

# Compound activity as filed in PubChem.

# Rows are unselected (roughly 1.4% active in at least one column).
